IMP-1 inh = IMP-1 metallo-beta-lactamase inhibitors, primary screen, biochemical, epi-absorbance readout, Pseudomonas aeruginosa enzyme | AID 1556, 2009 | purified IMP-1, nitrocefin hydrolysis, epi-absorbance fluorescence | inhibition, % at 5.6 µM | 0.45% of 290,000 active | metallo-beta-lactamase IMP-1 (Pseudomonas aeruginosa);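 active means inhibition above the mean plus 3 SD of all compounds in the same screening run, cut at about 4.5% in these data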;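 further: 0% = IMP-1 with DMSO and 100% = DMSO wells lacking enzyme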
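System: purified IMP-1 / Input: IMP-1 dispensed at 0.2 nM / Medium: 50 mM HEPES pH 7.1, 50 µM ZnSO4, 0.05% Brij 35 / Timing: 15 min enzyme–compound preincubation, then 25 min nitrocefin reaction, 25 °C / Technique: plate fluorescence quenching by hydrolysis product, ex 480/em 530 nm / Repeats: singlicate testing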
VIM-2 inh = VIM-2 metallo-beta-lactamase inhibitors, primary screen, biochemical, epi-absorbance readout, Pseudomonas aeruginosa enzyme | 0.89% of 290,000 active | inhibition, % at 5.6 µM | purified VIM-2, nitrocefin hydrolysis, epi-absorbance fluorescence;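 active means inhibition above the mean of all tested compounds plus 3 SD, cutoff set per screening run, cut at about 7.5% in these data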;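 further: red hydrolysis product quenches plate fluorescence so inhibitors raise well fluorescence; 0% = enzyme with DMSO and 100% = DMSO without enzyme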
NS3 helicase inh = inhibitors of HCV NS3 helicase, primary screen, biochemical, Cy5 molecular beacon fluorescence. NS3 helicase DNA unwinding. inhibition, % at 10.9 µM. 0.56% of 290,000 active. AID 1800, 2009;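 active means inhibition above the mean of all tested compounds plus 3 SD, set per campaign, cut at about 35% in these data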;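 further: 0% = DMSO wells and 100% = thioflavine S control wells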
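assay system = NS3 helicase fragment of HCV | buffer or medium = MOPS pH 6.5, MgCl2, DTT, Tween20, BSA | timing = 60 min unwinding reaction at 25 °C after ATP addition | signal = Cy5 beacon fluorescence read at start and 1 h | read-out basis = % inhibition of unwinding | control set = low DMSO, high thioflavine S at 110 µM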
DNA FID counter = compounds displacing fluorescent DNA intercalator, primary screen, artefact control for HCV NS3 helicase inhibitor project, biochemical, FID fluorescence | inhibition, % at 7.9 µM | DNA fluorescent intercalator displacement | 0.17% of 290,000 active | AID 1845, 2009; in the data active means inhibition above about 37%;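 further: 0% = vehicle and 100% = reference compound; higher means more ethidium bromide displaced from hairpin DNA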
PHOSPHO1 inh = PubChem AID 1565; recombinant PHOSPHO1, absorbance phosphatase assay; inhibition, % at 13.3 µM; 1.1% of 290,000 active; in the data active means inhibition above about 60%
Target sequence (Q8TCT1 whole entry, looked up): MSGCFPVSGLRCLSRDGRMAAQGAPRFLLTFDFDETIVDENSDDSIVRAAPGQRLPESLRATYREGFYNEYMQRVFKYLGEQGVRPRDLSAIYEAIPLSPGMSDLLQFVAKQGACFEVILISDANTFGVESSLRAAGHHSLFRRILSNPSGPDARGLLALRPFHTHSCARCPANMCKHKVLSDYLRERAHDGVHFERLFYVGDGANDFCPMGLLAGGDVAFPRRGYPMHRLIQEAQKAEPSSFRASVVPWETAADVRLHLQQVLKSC
V1R ag counter = agonists of human V1a receptor, primary screen, counter-screen for OXTR agonist project, fluorescence, CHO-V1R cells; Vasopressin V1a receptor (Homo sapiens), P37288; AID 2797, 2010; activation, % at 3 µM; Fluo-8 calcium fluorescence, agonist mode; 0% DMSO, 100% 3 nM vasopressin; 0.25% of 320,000 active;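 active means activation above the mean activation of all tested compounds plus 3 SD, per screening run, cut at about 20% in these data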;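 further: signal is peak over basal fluorescence ratio across a 100 second FLIPR read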
GPR7 antag = GPR7 receptor antagonists, primary screen, cell-based, fluorescence, single concentration | Neuropeptides B/W receptor type 1 (Homo sapiens), P48145 | GPR7-expressing cells, fluorescence antagonist assay | inhibition, % at 4.4 µM | 1.1% of 290,000 active; in the data active means inhibition above about 16%, passing the limit was not always enough;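 further: cells stimulated with the agonist NPW; 0% = agonist with vehicle and 100% = vehicle without agonist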
Target sequence (P48145 whole entry, looked up): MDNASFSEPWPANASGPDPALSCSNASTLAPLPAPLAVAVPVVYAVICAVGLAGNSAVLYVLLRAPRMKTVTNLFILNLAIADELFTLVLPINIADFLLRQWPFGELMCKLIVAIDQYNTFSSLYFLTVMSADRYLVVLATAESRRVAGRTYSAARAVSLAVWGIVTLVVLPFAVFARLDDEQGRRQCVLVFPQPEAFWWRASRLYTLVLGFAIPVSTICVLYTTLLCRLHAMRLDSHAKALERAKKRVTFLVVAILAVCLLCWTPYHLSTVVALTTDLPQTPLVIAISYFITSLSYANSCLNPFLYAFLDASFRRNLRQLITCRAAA
GalR3 antagonist = GalR3 antagonists in HEK293 cells, primary screen, cell-based, fluorescence readout; HEK293 GalR3-CNG cAMP membrane potential fluorescence; galR3 body fused to GalR1 C-terminus; inhibition, % at 3 µM; 0.44% of 360,000 active; AID 651719, 2012;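 active means inhibition above the screen-wide average plus 3 SD, cut at about 13% in these data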;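 further: forskolin and galanin both at EC90 stimulate the cells; cAMP rise reported by CNG channel membrane potential dye signal; 0% = forskolin plus galanin with DMSO and 100% = forskolin alone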
Target sequence (O60755 1-299 limits assumed): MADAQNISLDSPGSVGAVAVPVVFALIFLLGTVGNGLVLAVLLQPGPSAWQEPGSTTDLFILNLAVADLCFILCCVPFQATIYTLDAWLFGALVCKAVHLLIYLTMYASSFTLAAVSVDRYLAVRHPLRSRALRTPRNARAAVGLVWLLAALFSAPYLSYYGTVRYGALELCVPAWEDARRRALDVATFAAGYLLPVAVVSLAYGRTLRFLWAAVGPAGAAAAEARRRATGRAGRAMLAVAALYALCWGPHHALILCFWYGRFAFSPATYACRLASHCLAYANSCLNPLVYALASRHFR
OXTR ag = human OXTR agonists, primary screen, fluorescence, CHO-OTR cells, Fluo-8 calcium; activation, % at 3 µM; Fluo-8 calcium fluorescence; normalized: DMSO 0%, oxytocin 100%; 0.32% of 320,000 active; AID 2435, 2010;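 active means activation above the mean of all tested compounds plus 3 SD, cutoff set per screening run, cut at about 20% in these data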;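 further: peak over basal fluorescence ratio from a 100 s FLIPR kinetic read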
Numbers without * were called inactive; / = no result given.

Each structure is followed by: IMP-1 inh	VIM-2 inh	NS3 helicase inh	DNA FID counter	PHOSPHO1 inh	V1R ag counter	GPR7 antag	GalR3 antagonist	OXTR ag
OCCOCCNc1ncnc2c1c(-c1ccccc1)cn2-c1ccccc1
  -2.6	-2.2	0	0	27	4.2	-10	-7	0.8
COC(=O)CSc1nc2sc3c(c2c(=O)n1-c1ccccc1)CCN(C)C3
  -1.5	-1.3	-13	0	25	-0.2	-6	-1	0.1
COc1ccccc1CC(=O)Nc1ccccc1C(=O)O
  -1.6	-1.6	12	2	23	0.4	5	8	0.4
O=C(O)c1ccc(N/N=C/C=C/c2ccc([N+](=O)[O-])o2)cc1
  -6.6	-2.7	5	-2	26	41*	-2	-9	29*
NC(=S)N/N=C/c1coc2ccc(F)cc2c1=O
  -3.2	-3.7	6	-4	37	0.8	-6	2	0.1
CCOC1(c2ccccc2)OC(=O)c2ccccc21 (stereo not given)
  -1.0	0.0	-11	-3	5	-0.2	-8	-1	-1.8
Brc1ccc(CNCc2cccs2)cc1
  -0.2	-3.1	2	0	12	0.9	0	3	-0.4
CCCCCCN1C(=O)C(O)=C(C(C)=O)C1c1ccccc1[N+](=O)[O-] (stereo not given)
  -1.5	-1.9	14	-5	41	/	-6	-5	/
O=C(Nc1cc(Cl)cc(Cl)c1)c1coc(=O)c(Br)c1
  -3.8	-2.3	7	4	28	1.7	-12	-3	5.1
Cc1ccc(-n2ncc3c(=O)n(CC(=O)OCc4ccccc4)cnc32)cc1
  -1.6	-2.8	3	-5	-5	0.7	-4	-7	0.3

Next compounds
Each structure is followed by: IMP-1 inh	VIM-2 inh	NS3 helicase inh	DNA FID counter	PHOSPHO1 inh	V1R ag counter	GPR7 antag	GalR3 antagonist	OXTR ag
CN1CCN(C(=O)C2(NC(=O)NCc3ccccc3)CCCCC2)CC1
  -2.0	-4.1	-20	1	-11	1.1	-10	-1	0.2
CC(C)C[C@H](NC(=O)NCc1ccc(F)cc1)C(=O)O
  -1.8	0.3	-3	0	30	-0.1	-15	-7	0.1
CCCCS/C(=C(/C#N)C(N)=O)c1cc2c([nH]1)CCCC2
  1.0	-1.8	-5	-7	-4	-1.3	-9	-7	-1.1
Cc1nn(-c2ccccc2)c(N2CCCC2)c1/C=N/NC(=O)c1cc2ccccc2cc1O
  -2.1	-0.5	13	-3	-21	-0.4	-5	-2	0.8
O=C(Nc1ccc(C(=O)N2CCCCC2)cc1)c1ccc([N+](=O)[O-])cc1
  -0.8	1.3	1	-12	16	3.6	-3	-1	1.7
CCc1ccc(-n2c(SCC(=O)Nc3ccc(C(=O)O)cc3)nnc2-c2ccncc2)cc1
  -3.0	-1.6	-1	-28	42	-0.1	-4	-4	0.7
Cc1ccc(C2c3c(C)nn(-c4ccc([N+](=O)[O-])cc4)c3N=C3C(=O)Nc4ccccc4N32)cc1 (stereo not given)
  -2.2	-3.6	14	-1	34	0.2	0	/	-2.0
COc1cccc(C(=O)Nc2ccc(F)cc2F)c1
  -7.7	-1.7	6	-4	3	-1.2	8	-4	-2.1
Cc1cccc(NC(=S)NNc2cccc(Cl)c2)c1
  -1.1	-3.5	-5	0	14	-0.3	12	-6	-0.9
CCCN1C(=O)/C(=C/c2ccc(N3CCCC3)c(C)c2)NC1=S
  0.6	2.1	22	-6	-50	113*	4	1	112*

The list goes on.
Each structure is followed by: IMP-1 inh	VIM-2 inh	NS3 helicase inh	DNA FID counter	PHOSPHO1 inh	V1R ag counter	GPR7 antag	GalR3 antagonist	OXTR ag
Cc1ccc(CNC(=O)c2ccccc2NC(=O)C2=CSCCO2)cc1
  -2.6	-2.0	-1	-34	38	-1.4	-4	5	-2.8
CCOC(=O)N1CCN(C(=O)c2ccccc2NC(C)=O)CC1
  -2.6	-1.7	15	-2	-8	0.2	-13	4	-0.2
COC(=O)c1ccc(NC(=O)C2CCN(C(=O)c3cc(OC)c(OC)c(OC)c3)CC2)cc1
  -5.8	-1.1	-8	-26	106*	-0.7	-2	-5	-0.3
CCCN(CCC)S(=O)(=O)c1ccc(C(=O)Nc2nc(-c3ccccc3)c(C(=O)OCC)s2)cc1
  -2.4	-2.0	-37	1	-4	0.9	-4	1	0.7
COc1cc(C(=S)N2CCOCC2)cc(OC)c1OC
  -3.0	-1.7	1	-1	-6	-0.3	-2	-2	-0.1
CCOc1ccc(/C=N/NC(=O)c2[nH]c3ccc(C)cc3c2C)cc1
  -2.2	-3.4	-1	-27	28	/	14	-8	/
O=C(NCCCn1ccnc1)/C(=C\c1cccnc1)NC(=O)c1ccco1
  -3.5	0.6	-6	2	20	0.6	-11	-3	1.0
O=C(NN=C1CCCC1)c1cc(Cl)cc(Cl)c1O
  -2.8	-2.2	30	-18	44	14	-10	-2	16
CCCNc1nc2ccccc2c(=O)[nH]1
  -1.7	-1.4	-2	2	16	1.8	-9	4	0.2
CC1CCc2sc(C(=O)NCc3ccc(F)cc3)cc2C1 (stereo not given)
  -3.9	-2.3	2	-15	9	3.2	-1	-5	-2.7

Further records
Each structure is followed by: IMP-1 inh	VIM-2 inh	NS3 helicase inh	DNA FID counter	PHOSPHO1 inh	V1R ag counter	GPR7 antag	GalR3 antagonist	OXTR ag
CCN1CCN(C(CNC(=O)c2ccc3c(c2)OCO3)c2cccnc2)CC1 (stereo not given)
  0.2	-0.5	-1	2	-6	-0.2	-7	/	1.1
Cc1cccc(C)c1NC(=O)c1cc(-c2ccccn2)nc2ccccc12
  -1.5	-1.2	2	-18	1	-0.9	-14	-3	-1.7
CCOC(=O)c1sc(NC(=O)C2CC2)cc1C
  -0.7	-1.7	-2	2	24	-1.1	9	-1	-1.3
O=C(N=C1SC2CS(=O)(=O)CC2N1c1ccc(Br)cc1)C1CCCO1 (stereo not given)
  -1.2	-1.6	-3	-10	24	-0.7	-1	8	0.5
Nc1ccc2nc3c(=O)n(CCc4ccccc4)c(=O)[nH]c3nc2c1
  11*	9.1*	19	-2	32	69*	7	-6	96*
COc1cc(/C=N/NC(=O)Cn2nnc3ccccc32)ccc1O
  -2.4	-2.6	0	-15	28	0.5	-3	-5	0.5
Cc1ccc(S(=O)(=O)N2CCC(C(=O)N3Cc4ccccc4C3)CC2)cc1
  -1.8	-1.3	0	-10	30	0.2	-13	3	-0.6
CN(C)CCCN(C(=O)c1cc(-c2cccs2)nc2ccccc12)c1nc2c(F)cccc2s1
  -0.2	-0.7	-67	27	8	4.8	4	-4	2.3
CCc1ccc(C(=O)COC(=O)c2n[nH]c3ccccc23)cc1
  -1.9	-1.7	-4	-14	12	0.8	-12	2	0.4
O=C(CSc1nnc(-c2ccc(O)cc2)o1)Nc1ccccc1Br
  -2.9	-1.7	6	-7	36	0.2	-10	-9	-0.5

Following part
Each structure is followed by: IMP-1 inh	VIM-2 inh	NS3 helicase inh	DNA FID counter	PHOSPHO1 inh	V1R ag counter	GPR7 antag	GalR3 antagonist	OXTR ag
CCC1C(=O)N(C)CCc2ccccc21 (stereo not given)
  -0.4	-3.0	-2	-1	-3	-1.3	-5	3	0.4
CCCc1nc2oc(C(=O)OCC)c(N)c2c2c1COC(C)(C)C2
  -3.7	-4.1	3	-14	6	3.7	-7	-7	-0.3
Cc1nnc(NC(=O)CSc2ncc(-c3ccccc3)[nH]2)s1
  -5.0	-1.6	3	-3	10	0.5	12	-8	-1.5
C=CCN1C=C2C(=O)C(C)(OC(=O)c3ccc(OC)cc3)C(=O)C(c3ccco3)=C2C=C1CCCC (stereo not given)
  /	/	/	/	26	0.4	/	-3	0.1
Cc1ccc(C(=O)Nc2cc([N+](=O)[O-])ccc2C)cc1
  -2.5	0.1	-6	1	-3	-1.2	-14	-5	-0.9
C=CCn1c(SCC(=O)Nc2cccc(C(=O)OC)c2)nnc1C(C)NC(=O)c1cccs1 (stereo not given)
  1.5	-1.8	-4	-25	5	-0.7	-3	-4	0.3
COc1cccc2c1OCC(CN1CCN(Cc3ccccc3)C(CCO)C1)=C2 (stereo not given)
  2.2	-1.9	-17	5	32	1.9	-2	4	2.7

At a glance, twelve of the compounds above.
Each structure is followed by: IMP-1 inh	VIM-2 inh	NS3 helicase inh	DNA FID counter	PHOSPHO1 inh	V1R ag counter	GPR7 antag	GalR3 antagonist	OXTR ag
O=C(N=C1SC2CS(=O)(=O)CC2N1c1ccc(Br)cc1)C1CCCO1 (stereo not given)
  -1.2	-1.6	-3	-10	24	-0.7	-1	8	0.5
Nc1ccc2nc3c(=O)n(CCc4ccccc4)c(=O)[nH]c3nc2c1
  11*	9.1*	19	-2	32	69*	7	-6	96*
COc1cc(/C=N/NC(=O)Cn2nnc3ccccc32)ccc1O
  -2.4	-2.6	0	-15	28	0.5	-3	-5	0.5
Cc1ccc(S(=O)(=O)N2CCC(C(=O)N3Cc4ccccc4C3)CC2)cc1
  -1.8	-1.3	0	-10	30	0.2	-13	3	-0.6
CN(C)CCCN(C(=O)c1cc(-c2cccs2)nc2ccccc12)c1nc2c(F)cccc2s1
  -0.2	-0.7	-67	27	8	4.8	4	-4	2.3
CCc1ccc(C(=O)COC(=O)c2n[nH]c3ccccc23)cc1
  -1.9	-1.7	-4	-14	12	0.8	-12	2	0.4
O=C(CSc1nnc(-c2ccc(O)cc2)o1)Nc1ccccc1Br
  -2.9	-1.7	6	-7	36	0.2	-10	-9	-0.5
CCC1C(=O)N(C)CCc2ccccc21 (stereo not given)
  -0.4	-3.0	-2	-1	-3	-1.3	-5	3	0.4
CCCc1nc2oc(C(=O)OCC)c(N)c2c2c1COC(C)(C)C2
  -3.7	-4.1	3	-14	6	3.7	-7	-7	-0.3
Cc1nnc(NC(=O)CSc2ncc(-c3ccccc3)[nH]2)s1
  -5.0	-1.6	3	-3	10	0.5	12	-8	-1.5
C=CCN1C=C2C(=O)C(C)(OC(=O)c3ccc(OC)cc3)C(=O)C(c3ccco3)=C2C=C1CCCC (stereo not given)
  /	/	/	/	26	0.4	/	-3	0.1
Cc1ccc(C(=O)Nc2cc([N+](=O)[O-])ccc2C)cc1
  -2.5	0.1	-6	1	-3	-1.2	-14	-5	-0.9

Screens (PubChem BioAssay)
